Screening results (PubChem)
GSTO1 inh: blocks human GSTO1 in RBBP9 counter-screen; P78417; inhibition, % at 5.96 µM; 300,000 compounds, 1.1% hits; recombinant GSTO1, activity-based probe fluorescence polarization;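 active = inhibition above the campaign mean inhibition plus 3 SD, cut at about 35% in these data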;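 also: 0% = GSTO1-1 with DMSO and 100% = wells lacking GSTO1-1 enzyme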
PME-1 inh: blocks human protein phosphatase methylesterase 1 | 320,000 compounds, 0.53% hits | recombinant PME-1, FP-Rh probe fluorescence polarization | inhibition, % at 5.9 µM;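 active = inhibition above the campaign mean of all compounds plus 3 SD, cut at about 26% in these data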;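 also: competitive labeling of PME-1 active site by serine hydrolase directed probe; 0% = PME-1 with DMSO and 100% = wells lacking PME-1 enzyme; inhibitors block probe labeling so polarization falls and inhibition rises; many of its hits are not listed in these tables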
PAFAH1B2 inh: blocks human PAF acetylhydrolase 1b catalytic subunit 2 | P68402 | recombinant PAFAH1B2, FP-rhodamine activity probe, fluorescence polarization | inhibition, % at 3.39 µM | 340,000 compounds, 1.2% hits;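 active = inhibition above the mean of all tested compounds plus 3 SD, cut at about 24% in these data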;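 also: 0% = enzyme with DMSO and 100% = wells lacking PAFAH1B2; many of its hits are not listed in these tables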
LYPLA2 counter: blocks human lysophospholipase 2, a PME1 counter-screen | O95372 | recombinant LYPLA2, FP-Rh probe fluorescence polarization | inhibition, % at 5.9 µM | 320,000 compounds, 0.38% hits;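 active = inhibition above the screen-wide mean plus 3 SD, limit set per campaign, cut at about 26% in these data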;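 also: 0% = LYPLA2 with DMSO and 100% = wells lacking LYPLA2 enzyme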
Target sequence (O95372 whole entry, looked up): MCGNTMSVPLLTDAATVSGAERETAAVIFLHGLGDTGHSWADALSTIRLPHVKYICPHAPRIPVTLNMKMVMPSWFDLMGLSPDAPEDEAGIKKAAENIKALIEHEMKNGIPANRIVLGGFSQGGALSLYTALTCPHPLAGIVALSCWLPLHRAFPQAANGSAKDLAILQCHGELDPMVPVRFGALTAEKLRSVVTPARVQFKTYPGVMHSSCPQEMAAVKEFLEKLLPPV
PAFAH1B3 FP inh: blocks human PAF acetylhydrolase 1B catalytic subunit 3; Q15102; recombinant PAFAH1B3, FP-rhodamine probe, fluorescence polarization; inhibition, % at 3.39 µM; 340,000 compounds, 0.28% hits; AID 492972;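 active = inhibition above the screen-wide average of all tested compounds plus 3 SD, cut at about 25% in these data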;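 also: 0% = enzyme with DMSO only and 100% = wells lacking PAFAH1B3 protein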
pPAFAH FP inh: pPAFAH (human) enzyme inhibition; Q13093; recombinant pPAFAH, FP-rhodamine probe fluorescence polarization; inhibition, % at 3.39 µM; 330,000 compounds, 1.5% hits;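 active = inhibition above the mean inhibition across the screen plus 3 SD, cut at about 25% in these data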;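 also: inhibitors block binding of the rhodamine activity-based probe so polarization drops; 0% = enzyme with DMSO and 100% = wells lacking pPAFAH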
Target sequence (Q13093 whole entry, looked up): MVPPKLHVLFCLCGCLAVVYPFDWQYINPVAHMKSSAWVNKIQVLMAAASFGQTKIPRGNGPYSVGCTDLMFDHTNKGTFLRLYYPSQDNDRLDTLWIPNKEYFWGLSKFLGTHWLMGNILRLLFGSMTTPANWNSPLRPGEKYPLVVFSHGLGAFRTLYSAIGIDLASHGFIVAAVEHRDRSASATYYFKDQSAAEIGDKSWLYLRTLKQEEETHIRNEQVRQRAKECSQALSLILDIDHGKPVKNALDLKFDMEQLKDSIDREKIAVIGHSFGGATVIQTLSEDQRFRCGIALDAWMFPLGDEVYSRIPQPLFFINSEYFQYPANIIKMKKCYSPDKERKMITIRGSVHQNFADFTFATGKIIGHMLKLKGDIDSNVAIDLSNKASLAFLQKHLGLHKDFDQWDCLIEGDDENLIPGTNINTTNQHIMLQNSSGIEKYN
PAFAH2 inh: PAFAH2 (human) inhibition; Q99487; recombinant PAFAH2, FP-rhodamine activity probe, fluorescence polarization; inhibition, % at 3.39 µM; 340,000 compounds, 0.99% hits; AID 492956;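 active = inhibition above the mean over all tested compounds plus 3 SD, cut at about 30% in these data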;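 also: inhibitors block probe labeling of enzyme so polarization drops; 0% = enzyme with DMSO and 100% = wells lacking PAFAH2 protein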
LYPLA1 inh: blocks human lysophospholipase 1, a PME1 counter-screen. inhibition, % at 5.9 µM. 320,000 compounds, 0.16% hits. AID 2174. recombinant LYPLA1, FP-Rh probe fluorescence polarization;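 active = inhibition above the mean of all tested compounds plus 3 SD, set per campaign, cut at about 14% in these data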;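 also: inhibitors block serine hydrolase probe labeling of LYPLA1 so polarization falls; 0% = enzyme with DMSO and 100% = wells lacking LYPLA1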
Target sequence (O75608 whole entry, looked up): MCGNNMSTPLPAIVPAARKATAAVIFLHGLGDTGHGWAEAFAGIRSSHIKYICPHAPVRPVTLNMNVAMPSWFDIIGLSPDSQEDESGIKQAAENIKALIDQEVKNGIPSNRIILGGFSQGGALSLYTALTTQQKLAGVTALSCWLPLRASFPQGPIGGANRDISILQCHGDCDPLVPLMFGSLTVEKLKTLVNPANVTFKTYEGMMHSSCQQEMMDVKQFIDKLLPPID
PAD4 FP inh: PAD4 (human) enzyme inhibition | Q9UM07 | recombinant PAD4, RCA probe fluorescence polarization | inhibition, % at 6.36 µM | 330,000 compounds, 0.41% hits | AID 485272;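 active = percent inhibition above a cutoff equal to the mean of all tested compounds plus 3 SD, cut at about 15% in these data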;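 also: 0% = PAD4 with RCA probe and DMSO and 100% = probe without PAD4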
Starred values were filed as active, the others as inactive; / = not tested or not shown. Some of the compounds tested; the hit share may differ from the screen's.

SMILES | GSTO1 inh | PME-1 inh | PAFAH1B2 inh | LYPLA2 counter | PAFAH1B3 FP inh | pPAFAH FP inh | PAFAH2 inh | LYPLA1 inh | PAD4 FP inh
CC(C)c1ccc(NC(=O)CSc2nc(=O)n(CCN3CCOCC3)c3c2CCC3)cc1 | -4.7 | 3.1 | 0.8 | -2.6 | -2.1 | -1.3 | -1.3 | -3.0 | 3.3
COc1ccc(S(=O)(=O)N(CC(=O)NC(C)C)Cc2ccccc2)cc1 | 3.5 | 8.6 | -3.7 | 4.2 | -2.6 | 1.4 | 2.7 | 1.7 | 0.3
CC1(c2ccccc2)NC(=O)N(CCN2C(=O)c3ccccc3C2=O)C1=O (configuration not stated) | 1.9 | 2.7 | 3.4 | 1.9 | 3.4 | 1.3 | 2.1 | -2.4 | 3.5
CCCCCCc1cc2cc(C(=O)NC)c(=N)oc2cc1O | -1.1 | -3.0 | 3.5 | 5.0 | 0.8 | 5.9 | -2.6 | 1.7 | -0.4
c1ccc(-c2nc(NCc3ccco3)c3ccccc3n2)nc1 | -1.5 | -2.4 | 5.3 | -0.8 | 5.0 | -1.0 | 4.7 | 0.4 | -4.3
COC(=O)c1[nH]c2cccc(OC)c2c1NC(=O)C(C)N1CCC(C)CC1 (configuration not stated) | -2.7 | -3.5 | / | 1.8 | / | -4.0 | / | 1.7 | -5.6
COc1cccc(-c2ccc(NC(=O)C3CCCN(CCCn4nc(C)cc4C)C3)cc2)c1 (configuration not stated) | -2.2 | 0.6 | 0.4 | 2.0 | 5.9 | 6.9 | 10.8 | -4.5 | -3.3
CC(C)C(NC(=O)c1ccccc1)c1nnc(SCC(=O)NC2CCCC2)n1C (configuration not stated) | 5.5 | -1.3 | 0.2 | 1.2 | 5.0 | 8.5 | -3.8 | 2.5 | 1.3
Cc1nn(Cc2ccccc2)c(C)c1/C=N/NC(=O)CNc1cccc(C(F)(F)F)c1 | -1.2 | 0.1 | -1.1 | -0.3 | -5.3 | 5.0 | -7.6 | -7.6 | -0.6
CCOc1cc(/C=N/NC(N)=O)cc(Br)c1OCC(=O)Nc1cccc2ccccc12 | -4.0 | 0.9 | -0.3 | 5.6 | 2.8 | 6.1 | -8.6 | -5.3 | -5.1
CN(Cc1ccco1)C(=O)c1ccc(CNS(=O)(=O)c2ccc3c(c2)C(C)(C)C(=O)N3C)cc1 | 9.3 | 8.0 | 2.4 | 3.3 | -2.5 | 10.2 | 3.4 | 0.1 | 1.9
Cc1cc(C)nc(N2CCN(c3ncnc4c3cnn4Cc3ccc(Cl)cc3Cl)CC2)n1 | 9.9 | 0.7 | / | 6.9 | / | 4.1 | / | 2.8 | -0.8
COc1cccc(C(=O)N[C@@H](C)C(=O)N2CCC3(CC2)NCCc2[nH]cnc23)c1 | 0.7 | -1.1 | 1.5 | -1.0 | 1.0 | 0.5 | 4.0 | -2.6 | -1.5
O=C(COc1ccc(S(=O)(=O)Nc2ccccc2)cc1)NCc1ccncc1 | -3.6 | -1.6 | 4.6 | 0.6 | 4.6 | 27.2* | 6.7 | -0.4 | -4.9
COCCN1C(=O)c2cc(C(=O)Nc3ccc(C)c(F)c3)ccc2C1Nc1ccc(C)c(F)c1 (configuration not stated) | 3.6 | -0.3 | -3.0 | 1.3 | 0.5 | 2.7 | 2.9 | -1.0 | -0.2
Cc1cccc(OCc2nnc(SCC(=O)N3CCCC3)o2)c1 | 6.7 | -4.5 | -1.6 | 2.9 | -0.5 | -0.8 | -3.1 | -0.8 | -1.2
COc1ccc2oc(=O)c(C(=O)C[n+]3cccc(C)c3)cc2c1 | 7.1 | -5.5 | 3.4 | 0.7 | 4.4 | 3.6 | 11.1 | 1.6 | 1.5
O=C(NCCN1C(=O)C2C3C=CC(C3)C2C1=O)NCc1ccccc1 (configuration not stated) | 1.7 | -0.3 | 2.0 | -1.1 | 1.5 | -3.9 | 1.5 | 6.4 | -0.8
Cc1ccc(NC(=O)c2cc([N+](=O)[O-])ccc2N2CCCC2)cc1 | 0.3 | -3.6 | 5.8 | -0.4 | -4.2 | 4.2 | 8.8 | -2.5 | -2.2
Cc1ccc(S(=O)(=O)N2Cc3ccccc3CC2C(=O)Nc2ccc3c(c2)OCO3)cc1 (configuration not stated) | -9.1 | -4.9 | -1.4 | -1.6 | -2.7 | 28.2* | 0.5 | -2.2 | -1.9
O=C(c1ccc2ccccc2c1)c1c[nH]cc1-c1ccccc1 | -3.1 | -0.5 | 9.0 | -2.4 | -0.3 | 4.5 | 3.5 | -4.2 | -9.2
Cc1ccc(NC(=O)CSc2nnc3ccccn23)cc1S(=O)(=O)N1CCOCC1 | 13.9 | -4.0 | 1.3 | -8.3 | 5.3 | 2.5 | 6.2 | -1.2 | 0.3
Cn1c(SCc2ccccc2)nnc1-c1ccco1 | 0.1 | 2.7 | 5.2 | 0.9 | 6.2 | 6.5 | 6.7 | 0.8 | -2.4
CCN1CC(CN(C)Cc2cn(-c3cccc(C)c3)nc2-c2cccc(F)c2)CC1=O (configuration not stated) | 9.6 | -1.1 | -1.1 | 5.5 | -1.6 | 3.9 | -0.4 | -1.5 | -3.3
O=C(Nc1ccc(Br)cn1)c1cccc(-c2cc3ccccc3oc2=O)c1 | -27.6 | -49.4 | -11.6 | -29.3 | -27.5 | 10.8 | -13.4 | -19.1 | -1.4
COc1cc(CNc2ccc3[nH]c(=O)[nH]c3c2)ccc1OCc1ccccc1Cl | -2.4 | 6.3 | 4.3 | 2.5 | 5.1 | 7.8 | 7.7 | 1.8 | -4.7
Cc1ccc(S(=O)(=O)N2CCC(=O)N(C(COCc3cccc(C(F)(F)F)c3)C(C)C)CC2)cc1 (configuration not stated) | 5.2 | -1.4 | 10.9 | -1.7 | 8.0 | 4.0 | -0.6 | -2.2 | -2.2
O=C(NCCCCc1ccccc1)c1cccc([N+](=O)[O-])c1 | 5.3 | 3.4 | 7.6 | 7.1 | 5.7 | 4.7 | 2.6 | 3.5 | 0.9
Clc1ccc(OC2CCN(Cc3nc(CC4CC4)no3)CC2)cc1 | 7.3 | -12.7 | 4.5 | 8.8 | 6.1 | 5.7 | 8.0 | 1.7 | 4.4
COc1ccc(Cc2noc(CN3CCN(Cc4csc(C)n4)CC3)n2)cc1OC | 5.4 | -7.8 | 5.6 | 4.6 | 1.8 | 1.9 | 7.9 | 1.9 | -2.1
S=c1[nH]c2ccccc2n2c(=S)[nH]nc12 | 59.4* | -1.2 | 4.7 | 4.6 | 14.4 | 15.4 | -1.6 | 2.1 | 2.5
CCOC(=O)CC(=O)CSc1nc(-c2ccc3c(c2)OCO3)cc(C(F)(F)F)c1C#N | 5.3 | -1.4 | -2.9 | -6.3 | -1.1 | 4.3 | -0.4 | -2.5 | -0.7
Cc1ccc(N)cc1CN1CCCC1=O | -4.9 | 3.3 | 1.3 | -4.1 | -1.0 | 5.7 | 4.7 | -0.6 | -4.2
N/C(=N\NC(=O)Nc1ccc(Cl)cc1)c1ccccn1 | 1.3 | -1.3 | 2.9 | -1.2 | 1.9 | 1.7 | 4.0 | 1.0 | 0.1
C=CCN1C(=O)C(CCCC)NC1=S (configuration not stated) | 4.8 | 4.3 | -0.5 | 0.2 | -0.2 | 3.8 | -5.0 | 3.0 | 3.1
O=S(=O)(NCCc1ccncc1)c1ccc(F)cc1 | 8.9 | 2.2 | 3.7 | 2.0 | 3.5 | 1.6 | 2.1 | -2.1 | 2.4
O=C(c1cccc(NS(=O)(=O)c2cccc([N+](=O)[O-])c2)c1)N1CCOCC1 | 5.4 | 1.8 | -1.7 | 0.4 | -7.2 | -0.4 | -2.8 | -3.3 | -5.5
COc1ccccc1NC(=O)CSc1nnc(C)o1 | -0.4 | 1.9 | 8.4 | 8.2 | 7.6 | 4.5 | -4.0 | 3.0 | -1.2
CC(=O)c1c(OC(=O)c2cccc(Cl)c2)c2ccccc2n1C | 3.2 | -0.8 | 1.2 | 4.2 | 5.4 | 9.3 | 0.3 | -0.6 | 0.6
CCCCn1nc(C(=O)N(C)C2CCCCC2)c2ccccc2c1=O | / | -5.3 | -1.0 | -3.1 | -0.5 | -1.8 | 1.1 | -0.1 | -4.2
COc1ccc(C(=O)NC2CC3CCCC(C2)N3Cc2ccccc2)cc1OC (configuration not stated) | 4.2 | -2.2 | 1.5 | 3.0 | -1.1 | -2.8 | 3.0 | 1.8 | -0.4
COc1ccc(S(=O)(=O)NCC2CCCN(C(=O)c3occc3C)C2)cc1 (configuration not stated) | 4.7 | -1.7 | 6.2 | -3.7 | 0.6 | 3.2 | -2.8 | 4.2 | -3.5
O=C(Cc1ccccc1[N+](=O)[O-])N1CCc2ccccc2C1 | 12.0 | -0.1 | 6.0 | 7.7 | 1.6 | 9.0 | -0.1 | 1.8 | 7.7
O=C(Nc1ccccc1)c1ccc(Nc2c([N+](=O)[O-])cc([N+](=O)[O-])c3ccccc23)cc1 | -2.4 | 12.8 | -0.7 | -4.7 | -7.4 | -4.2 | 11.0 | -2.9 | 2.1
Cc1cc(OC(=O)c2cccc(Cl)c2)c([N+](=O)[O-])c(=O)[nH]1 | 3.5 | -6.5 | 1.4 | -0.6 | 1.5 | -1.2 | -2.5 | -2.6 | -0.2
CCOC(=O)C1CCN(CC(O)COCc2cccs2)CC1 (configuration not stated) | 1.1 | 5.5 | -2.3 | 2.2 | 1.2 | 3.1 | 5.0 | 4.6 | 0.6
COc1ccc(NC2=CC(=O)CC(C)(C)C2)cc1OC | 8.7 | 0.4 | -0.2 | -5.2 | -0.5 | 2.1 | 0.3 | -0.9 | 1.7
CCOc1ccccc1NC(=O)CSc1nc(=O)n(CCCN2CCOCC2)c2c1CCCC2 | 2.5 | 2.8 | -1.0 | -0.3 | 4.9 | 6.4 | 4.9 | 0.6 | -0.4
CC(=O)Nc1cccc(Nc2nc(-c3cccs3)nc3ccccc23)c1 | -36.6 | -31.9 | -3.4 | -13.4 | -6.4 | -12.8 | -24.6 | -25.2 | 2.1
C/C(=N\OCC(=O)OCC(=O)NCc1ccccc1)c1ccc2c(c1)OCO2 | -3.2 | -6.3 | -0.1 | 2.1 | -0.7 | 14.6 | 5.6 | 1.0 | 1.0

Profiles, quoted from the list. Order of screens: GSTO1 inh, PME-1 inh, PAFAH1B2 inh, LYPLA2 counter, PAFAH1B3 FP inh, pPAFAH FP inh, PAFAH2 inh, LYPLA1 inh, PAD4 FP inh
Listed for COc1ccc(C(=O)NC2CC3CCCC(C2)N3Cc2ccccc2)cc1OC (configuration not stated) : 4.2, -2.2, 1.5, 3.0, -1.1, -2.8, 3.0, 1.8, -0.4
Listed for COc1ccc(NC2=CC(=O)CC(C)(C)C2)cc1OC : 8.7, 0.4, -0.2, -5.2, -0.5, 2.1, 0.3, -0.9, 1.7
Listed for Cc1cc(OC(=O)c2cccc(Cl)c2)c([N+](=O)[O-])c(=O)[nH]1 : 3.5, -6.5, 1.4, -0.6, 1.5, -1.2, -2.5, -2.6, -0.2
